# FXIa inh 1536: human FXIa protease inhibitors, primary screen, biochemical, 1536-well. Coagulation factor XI (Homo sapiens), P03951. purified FXIa, Boc-Glu-Ala-Arg-AMC fluorogenic substrate. inhibition, % at 5 µM. 220,000 tested, 0.14% active;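 active means inhibition of at least 40%; inactive means inhibition below 40%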;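 further: fluorescence of freed AMC excited at 355 nm; 0% = enzyme without compound and 100% = no enzyme blank; many of its hits are not listed in these tables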
# PPC-1+TRAIL kill: compounds killing PPC-1 cancer cells with TRAIL present, primary screen, TRAIL potentiator project, ATPLite luminescence, uHTS | PPC-1 cells + TRAIL, ATPLite viability luminescence | cell killing (% activity), % at 4 µM | 220,000 tested, 0.41% active;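 active means cell killing above 50% in the first pass at 4 µM, then a duplicate retest at 5 µM averaging 50% or more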;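 further: plate controls were cells with TRAIL plus DMSO for no effect and medium-only wells lacking cells for full effect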
# FXIIa inh 1536: human FXIIa protease inhibitors, primary screen, biochemical, 1536-well | Coagulation factor XII (Homo sapiens), P00748 | inhibition, % at 5 µM | 220,000 tested, 0.3% active | purified FXIIa, Boc-QGR-AMC fluorogenic substrate, 2 h; in the data active means inhibition above about 40%;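 further: 0% = enzyme with no compound and 100% = blank without enzyme; many of its hits are not listed in these tables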
# TNF death inh: inhibitors of TNF-alpha triggered necroptosis, primary screen, cell-based, Jurkat FADD-/-, single concentration. activation (protection from cell death), % at 10 µM. Jurkat FADD-/- TNF necroptosis rescue, ATP luminescence, 24 h; 0 = TNF only, 100 = no-TNF cells. 220,000 tested, 0.068% active;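 active means activation, meaning protection from cell death, of at least 50% relative to plate controls; inactive means activation below 50%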;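 further: necroptosis triggered by 40 ng/mL TNF-alpha added together with compound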
# PGE2 EP2 inh: human EP2 receptor antagonists, primary screen, TR-FRET cAMP, C6 glioma cells | C6 glioma cells expressing human EP2; cells stimulated with saturating PGE2 | inhibition, % at 25 µM | 260,000 tested, 0.52% active;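 active means percent inhibition above 40 after rounding to a whole number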;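 further: rat C6 glioma host cells with rolipram phosphodiesterase inhibitor present; the protocol text gives 20 µM as final concentration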
# Target sequence (P43116 whole entry, looked up): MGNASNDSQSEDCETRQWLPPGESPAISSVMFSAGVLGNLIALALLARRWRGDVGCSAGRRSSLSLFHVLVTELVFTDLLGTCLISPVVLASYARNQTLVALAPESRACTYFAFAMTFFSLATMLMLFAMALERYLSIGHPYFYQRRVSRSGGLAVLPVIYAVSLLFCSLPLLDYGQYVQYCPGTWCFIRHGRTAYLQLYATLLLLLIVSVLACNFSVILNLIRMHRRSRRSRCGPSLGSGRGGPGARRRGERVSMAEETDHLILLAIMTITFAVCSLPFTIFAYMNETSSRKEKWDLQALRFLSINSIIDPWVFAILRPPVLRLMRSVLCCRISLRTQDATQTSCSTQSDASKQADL
# Wee1 stabilizer: Wee1 degradation inhibitors, primary screen, cell-based, HeLa, Wee1K328M-luciferase, luminescence; Wee1-like protein kinase (Homo sapiens), P30291; HeLa Luc-Wee1K328M stability; 100% = proteasome inhibitor MG132 effect; reporter increase, % at 5 µM; 220,000 tested, 1.2% active;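 active means activation above the mean of all tested compounds plus 3 SD, set per screening run, cut at about 8.8% in these data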;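 further: cells exposed to compound for 20 h before luminescence read; 0% = DMSO alone and 100% = MG132 at 30 µM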
# Target sequence (P30291 whole entry K328M): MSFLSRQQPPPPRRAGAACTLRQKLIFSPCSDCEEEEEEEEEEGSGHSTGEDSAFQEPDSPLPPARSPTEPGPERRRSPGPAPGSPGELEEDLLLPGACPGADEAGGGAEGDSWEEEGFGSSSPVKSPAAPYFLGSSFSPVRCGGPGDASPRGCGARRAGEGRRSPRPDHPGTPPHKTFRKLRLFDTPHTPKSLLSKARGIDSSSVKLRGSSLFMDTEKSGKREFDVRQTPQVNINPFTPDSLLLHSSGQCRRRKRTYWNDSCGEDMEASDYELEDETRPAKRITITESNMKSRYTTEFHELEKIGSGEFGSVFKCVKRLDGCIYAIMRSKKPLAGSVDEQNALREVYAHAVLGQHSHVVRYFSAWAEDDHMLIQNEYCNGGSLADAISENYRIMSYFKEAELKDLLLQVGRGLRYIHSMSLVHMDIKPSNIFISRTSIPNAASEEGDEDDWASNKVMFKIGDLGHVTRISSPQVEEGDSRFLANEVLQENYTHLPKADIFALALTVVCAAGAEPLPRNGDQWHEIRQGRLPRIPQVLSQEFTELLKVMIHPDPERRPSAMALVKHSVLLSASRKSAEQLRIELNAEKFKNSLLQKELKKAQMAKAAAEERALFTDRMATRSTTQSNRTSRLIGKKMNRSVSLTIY
# TbHK1 inh: Trypanosoma brucei hexokinase 1 inhibitors, primary screen, biochemical, G6PDH-coupled NADH absorbance, MLSCN library | hexokinase 1 [Trypanosoma brucei] | AID 1430, 2008 | inhibition, % at 10 µM | recombinant TbHK1, G6PDH-coupled NADH A340 | 220,000 tested, 0.11% active;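 active means inhibition of 50% or more in the single-dose primary screen; inactive means inhibition below 50%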
# CHOP inh: inhibitors of CHOP promoter induction, primary screen, cell-based, unfolded protein response, luciferase reporter; CHO-K1 CHOP-promoter luciferase, tunicamycin-induced, 15-18 h; 220,000 tested, 3.8% active; inhibition, % at 10 µM;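 active means compounds that reduced the stress-induced luciferase reporter signal by more than about 70% of percent inhibition, limit read from the data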;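 further: 0% = tunicamycin plus vehicle and 100% = wells without tunicamycin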
# zVAD death inh: inhibitors of zVAD-triggered necroptosis, primary screen, L929 cells; L929 zVAD necroptosis rescue, ATP luminescence, 24 h; with zVAD 60 µM; viability rescue, % at 10 µM; 220,000 tested, 0.38% active; AID 1377, 2008;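 active means activation, scaled between plate controls, above about 75%, limit read from the data; inactive means activation under that limit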;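 further: 0% = zVAD with DMSO and 100% = DMSO alone without zVAD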
# Numbers without * were called inactive; nt = not tested or not shown; & = joins results of further samples. This is a subset (hit frequency here may not be typical).
# Sequence of screens: PGE2 EP2 inh	TbHK1 inh	FXIIa inh 1536	Wee1 stabilizer	TNF death inh	CHOP inh	PPC-1+TRAIL kill	FXIa inh 1536	zVAD death inh
CC(C)Cc1nc2sc3c(c2c(=O)n1N)CC(C(C)C)OC3 (stereo unspecified)
 : 6.2	-6.5	6.9	-1.1	3.6	-11.6	-4.1	2.8	1.0
CC12C(=O)N(c3ccccn3)C(=O)C1C1C=CC2C1 (stereo unspecified)
 : 3.6	0.3	-9.9	1.8	1.9	75.3*	8.1	1.0	-0.1
COc1cc(OC)cc(C(=O)N[C@H](C(=O)Nc2nc(-c3ccc(OC)c(OC)c3)cs2)C(C)C)c1
 : 2.4	-26.5	12.4	2.3	-2.0	100.7*	22.2	2.7	-0.1
CCOC(=O)c1sc(=NC(=O)CCSc2ccccc2)n(C)c1C
 : 7.8	-11.4	1.6	1.6	24.4	0.9	-4.5	0.3	1.1
COc1ccc(C(=O)Nc2cccnc2)cc1C(=O)Nc1cccnc1
 : 14.2	0.5	26.5	-0.4	2.4	2.2	2.8	19.6	0.8
Cc1cccc(N(CC(=O)Nc2ccccc2-c2ccccc2)S(=O)(=O)c2ccccc2)c1C
 : 2.4	1.8	21.3	0.9	2.1	-3.3	8.1	20.2	-0.2
COc1cccc(N2CC(C(=O)OC(C)C(=O)c3ccccc3)CC2=O)c1 (stereo unspecified)
 : 3.5&3.3	-2.7	16.9	0.4	0.8	-18.6	17.9	2.5	0.8
COC(=O)N(NC(=O)C(O)(c1ccccc1)c1ccccc1)c1ccccc1
 : 4.3	6.6	21.9	3.7	0.6	-11.6	16.4	19.7	-0.1
O=C(Nc1ccc(Oc2nnc(-c3ccccc3)c3ccccc23)cc1)c1ccccc1
 : 16.3	11.4	6.6	-2.0	2.7	38.5	23.8	1.4	5.2
CCCOc1ccc(CCCN=C(N)N)cc1Cl
 : 5.1	11.9	4.2	1.2	-8.4	-35.6	9.6	-6.6	-0.6
COC(=O)c1c(C)n(-c2ccccc2)c2ccc(O)cc12
 : 3.3	-1.8	12.2	0.1	-10.0	39.4	29.1	-3.3	1.2
NC(=O)C1CC=CCC1C(=O)OCC(Cl)=C(Cl)Cl (stereo unspecified)
 : 7.4	7.9	29.0	-2.9	-3.5	-2.0	-3.2	23.3	-0.5
COc1cccc(C(CC(=O)NCc2ccco2)NS(=O)(=O)c2ccc(C)cc2)c1OC (stereo unspecified)
 : 13.3	4.1	4.3	-1.0	-1.3	5.7	16.5	8.8	-2.0
NC(=O)CC(NC(=O)Cc1cccc2ccccc12)c1ccc(NCCc2ccccc2F)c([N+](=O)[O-])c1 (stereo unspecified)
 : 24.9	-2.4	7.7	nt	1.6	91.0*	2.0	-0.9	0.8
CC1(C)Cc2c(sc3nnn(Cc4ccccc4)c(=O)c23)CO1
 : 6.5	-24.8	19.8	-2.0	2.1	3.0	4.7	21.0	-0.2
CCOC(=O)c1ccccc1NC(=S)N1CCC(C)CC1
 : 3.4	0.0	-3.4	-1.6	0.5	56.8	27.1	-7.7	-0.8
CCOC(=O)c1ccc(NC(=O)C2(c3ccc(Cl)cc3)CCCC2)cc1
 : 20.1	-0.9	8.4	-1.3	-2.1	60.5	18.2	-0.9	-0.1
O=C(Nc1c2n(c(=S)n(-c3ccccc3)c1=O)CCCCC2)c1ccccc1
 : 2.5	-0.4	9.9	-0.4	-0.8	7.4	9.3	0.9	0.3
COc1ccc(OC)c(Nc2nc(=O)c3cccnc3s2)c1
 : 6.6	6.3	11.3	5.8	-2.0	-6.5	28.8	1.0	-1.2
C=C1CCN([C@H](C(=O)NCc2ccccc2)C(C)C)S(=O)(=O)c2ccccc21
 : 3.1	-8.9	1.2	nt	1.3	-16.0	7.1	-2.3	0.0
COc1ccc(-c2nn(-c3ccccc3)cc2/C=C(/C#N)C(N)=O)cc1[N+](=O)[O-]
 : 12.9	-20.9	11.1	-2.4	0.3	21.0	1.3	-0.2	0.0
COc1ccc(C2(CNC(=O)C(=O)Nc3ccc(C)cc3)CCOCC2)cc1
 : 5.0	-0.3	12.7	2.3	-0.2	-14.6	-6.6	2.3	0.2
Clc1ncn(C23CC4CC(CC(C4)C2)C3)n1
 : 13.2	-3.1	25.8	-2.2	-2.6	-3.5	9.5	21.0	0.4
Cc1ccc(SCC(=O)Nc2ncc(C)s2)cc1
 : 19.5	4.0	5.5	2.6	1.6	4.0	27.1	2.2	0.9
Oc1ccccc1C1=Nc2ccccc2N=C(c2cccs2)C1
 : 2.9	-12.7	15.1	-3.1	-3.0	56.9	11.7	8.4	-0.1
COc1ccc(C(=O)/C(C#N)=N/Nc2ccccc2[N+](=O)[O-])cc1
 : 4.7	-2.9	8.5	5.8	-3.5	22.1	21.1	1.7	1.4
O=C(c1ccc(COc2ccc3ccccc3c2)o1)N1N=C(C(F)F)CC1(O)C(F)F (stereo unspecified)
 : 6.3	-1.5	14.5	-1.0	1.4	111.4*	14.2	-1.0	0.4
CCCCOc1ccc(C(=O)Nc2ccc(N3CCN(C(=O)C(C)C)CC3)cc2)cc1
 : 12.7	-2.2	13.0	0.3	-4.1	6.8	-16.3	3.3	-0.5
CCCC1=C(C(=O)OCC)C(/C=C/c2ccccc2)n2ncnc2N1 (stereo unspecified)
 : 4.3	-1.4	16.0	-0.9	-7.9	61.5	-16.9	-10.9	2.0
Cc1ccccc1NC(=S)/C(=C(\[O-])c1cc(C)n(Cc2ccccc2Cl)c1C)[n+]1ccccc1
 : 23.1	-11.6	4.3	-0.7	-1.1	29.5	-23.7	5.8	0.1
O=C(Nc1ccc2c(c1)CCC2)c1ccc(F)cc1
 : 12.2	-0.2	11.3	17.4*	0.3	41.9	35.4	1.5	2.3
COc1cc(C2c3sc(=O)[nH]c3SC3C(=O)N(c4ccc(C)cc4)C(=O)C32)ccc1O (stereo unspecified)
 : 7.9	-7.1	6.4	-3.3	-0.4	5.3	0.8	8.8	0.8
CC[C@H](C)NC(=O)CCCCCn1c(=S)[nH]c2c([nH]c3ccc(OC)cc32)c1=O
 : 7.1	7.4	4.1	-0.6	1.7	0.4	-14.6	-5.6	0.8
CCOC(=O)COc1cc2c(C(=O)OCC)c(C)oc2cc1Br
 : 12.9	4.8	5.2	-2.4	-2.5	-36.6	2.1	-0.7	-0.1
Cc1sc(CO)c(Sc2ccccc2)c1C(=O)O
 : nt	11.2	7.1	-3.3	0.2	27.4	15.1	-1.1	0.3
Cc1ccc(-c2csc(NNC(=O)c3ccccc3)n2)cc1
 : 4.0	29.4	5.0	3.2	0.1	21.4	6.0	5.5	-0.1
CC1=NN2C(=N)/C(=C\c3cc(C)n(Cc4ccccc4)c3C)C(=O)N=C2S1
 : 15.7	-37.1	6.0	-1.6	1.7	-10.7	5.9	1.9	1.6
Nc1nc(N)c(N=Nc2ccc(Cl)cc2)c(=O)[nH]1
 : 2.4	-2.5	9.4	3.2	0.6	20.8	4.9	0.3	3.2
COC(=O)c1ccc(C)c(NC(=O)c2nn(C)c(=O)c3ccccc23)c1
 : -3.1	-14.2	8.8	8.9*	0.7	40.7	40.2	2.5	0.9
Cc1cccc(OCCCC(=O)Nc2ccc(S(N)(=O)=O)cc2)c1
 : 1.7	5.5	5.9	-0.5	3.7	9.2	-10.8	21.7	-0.6
CN(C)Cc1nc2ccccc2c(=O)n1CC(=O)Nc1cccc(S(=O)(=O)N2CCOCC2)c1
 : 0.8	5.5	-0.7	-0.9	0.4	-14.5	19.7	-3.9	0.2
Nc1nc(SCC(=O)N2CCCC2)[nH]c(=O)c1NC(=O)c1ccco1
 : 9.3	-19.1	14.7	0.0	-0.6	2.1	8.8	2.5	0.4
COc1ccc(N=c2cc(-c3ccc(O)cc3)oc3ccccc23)cc1
 : 14.1	-13.3	5.2	-0.6	1.1	65.2	8.3	3.1	-0.2
CCOc1ccc(/C=C/C(O)=C2/C(=O)N(C)C3(C)CC2c2ccccc2O3)cc1OC (stereo unspecified)
 : 10.3	-16.2	-0.4	2.2	-4.7	-32.5	5.0	-3.3	0.2
Cc1ccc(/C=C(\C#N)C(=O)NCc2ccco2)o1
 : 2.7	-35.6	10.2	-1.5	0.3	-9.6	1.9	-3.0	1.0

# 3 structures out of the list, ordered by heavy-atom count, rising.
# Sequence of screens: PGE2 EP2 inh	TbHK1 inh	FXIIa inh 1536	Wee1 stabilizer	TNF death inh	CHOP inh	PPC-1+TRAIL kill	FXIa inh 1536	zVAD death inh
Cc1ccc(/C=C(\C#N)C(=O)NCc2ccco2)o1
 : 2.7	-35.6	10.2	-1.5	0.3	-9.6	1.9	-3.0	1.0
Cc1ccc(-c2csc(NNC(=O)c3ccccc3)n2)cc1
 : 4.0	29.4	5.0	3.2	0.1	21.4	6.0	5.5	-0.1
CCOC(=O)COc1cc2c(C(=O)OCC)c(C)oc2cc1Br
 : 12.9	4.8	5.2	-2.4	-2.5	-36.6	2.1	-0.7	-0.1

# (further entries)
# Sequence of screens: PGE2 EP2 inh	TbHK1 inh	FXIIa inh 1536	Wee1 stabilizer	TNF death inh	CHOP inh	PPC-1+TRAIL kill	FXIa inh 1536	zVAD death inh
CCOc1ccccc1C(=O)N1c2ccccc2Sc2ccccc21
 : -0.2	-6.4	9.4	-1.1	-2.9	-7.6	13.0	-5.1	0.1
CCC(C)NC(=O)CC(c1ccc(OC)cc1)n1cccc1 (stereo unspecified)
 : 12.6	7.2	1.1	-3.4	0.1	13.5	-19.3	1.2	1.2
O=C1C(Cl)=C(Nc2ccc(F)cc2)C(=O)N1CCc1ccccc1
 : 7.7	2.4	11.9	-2.4	1.8	17.2	9.4	0.0	3.4
CCOc1ccccc1NC(=O)C(C)CC (stereo unspecified)
 : 0.8	1.9	4.8	-2.2	0.0	-24.9	7.2	-7.4	0.5
O=C(COc1ccccc1)NNC1=NS(=O)(=O)c2ccccc21
 : 7.7	-10.4	9.8	3.2	0.2	15.4	13.5	-0.6	0.1
COc1ccc(N2CC(O)=C(c3nc(-c4ccc(F)cc4)cs3)C2=N)cc1OC
 : 31.4	-16.2	7.9	-4.2	0.5	22.8	-0.2	7.5	2.8
Cc1ccc(C)c(C(=O)NC(C)CCc2ccccc2)c1 (stereo unspecified)
 : 2.9	-0.4	5.1	16.0*	0.0	19.8	14.4	-2.3	2.7
COc1ccc(S(=O)(=O)NCCOc2ccccc2)cc1-n1cnnn1
 : 4.6	4.0	9.9	2.3	-0.1	-3.3	-7.4	-0.4	1.8
COc1ccc(N(CC(=O)NC2CCCCCC2)S(=O)(=O)c2c(C)nn(C)c2C)cc1
 : 2.7	-13.6	-5.8	-2.3	-1.1	9.3	16.5	1.4	-0.7
Cc1c(C(=O)N2CCC(Cc3ccccc3)CC2)cccc1[N+](=O)[O-]
 : 7.9	-2.7	4.0	2.7	1.7	46.9	nt	-0.5	-0.5
C=CCN(CC=C)CCCOc1ccc(Br)cc1Cl
 : 4.8	5.8	9.1	8.1	0.6	0.1	14.9	-0.8	-0.2
COc1cc(C(=O)OCC(=O)NC2CCCC2)cc(NC(=O)c2ccco2)c1OC
 : 18.1	-6.3	8.9	0.5	-2.6	43.1	-16.5	-2.3	0.0
COc1ccc(NN=Nc2nc3c([nH]2)c(=O)n(C)c(=O)n3C)cc1
 : 1.5	5.8	4.1	0.6	0.1	8.3	-17.4	12.4	0.0
